HGIII-sPLA2 inh – Inhibits HGIII-sPLA2 liposome hydrolysis, primary screen; Q9NZ20; QFRET BODIPY PC-A2 liposome hydrolysis, fluorescence; inhibition, % at 12.2 µM; 370,000 tested, 0.56% active; AID 743126;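 active means inhibition above mean plus 3 SD of compounds lying within the high and low control bounds, cut at about 19% in these data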;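 further: 0% = median of test compound wells and 100% = no enzyme DMSO wells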
KLK7 zymogen act – proKLK7 (human) activation, primary screen | activation, % at 7 µM | 370,000 tested, 0.9% active | P49862 | AID 652039 | purified proKLK7, EDANS-DABCYL substrate fluorescence; 100% is mature enzyme control, 0% vehicle;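 active means activation above the mean of all tested compounds plus 3 SD, computed per campaign excluding outliers beyond control limits, cut at about 13% in these data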
NPR2 activator – GC-B (human) receptor activation; HEK293-GC-B cells, CNP EC30, cGMP TR-FRET; 0% at EC30 CNP, 100% saturating CNP; activation, % at 10 µM; 370,000 tested, 0.11% active; AID 1920062;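 active means activation at 10 µM reaching about 35% in either raw or pattern-adjusted values, limit read from the data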
DAX1 inh-1 – inhibitors of DAX1 repression of SF-1 activated StAR promoter | HEK293T StAR-luciferase reporter, SF-1/DAX-1 repression relief | inhibition, % at 6.8 µM | 370,000 tested, 1.1% active | AID 652010;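 active means inhibition above the mean over all tested compounds plus 3 SD, cut at about 3.6% in these data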;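 further: 0% = DAX-1 cells with DMSO and 100% = cells lacking DAX-1 with DMSO; higher inhibition means more luminescence from relief of DAX-1 repression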
ssDAF12 agonist – S. stercoralis DAF-12 activation, primary screen; activation, % at 6.8 µM; HEK293 ssDAF-12/GRIP1 lit1-tk-luc reporter, luminescence; % of 3 µM dafachronic acid response; 370,000 tested, 1% active;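 active means activation above the mean over all tested compounds plus 3 SD, cut at about 0.9% in these data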;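 further: 0% = DMSO-only wells and 100% = 3 µM delta7-dafachronic acid wells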
hcDAF-12 act – activates DAF-12 receptor from parasite H. contortus | HEK293 hcDAF-12 lit1-tk-luc reporter, luminescence; 0% DMSO, 100% Δ7-dafachronic acid | activation, % at 6.8 µM | 370,000 tested, 1.4% active | AID 652067;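 active means activation above the mean of all tested compounds plus 3 SD, cut at about 5.5% in these data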;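 further: 100% = response to 3 µM Δ7-dafachronic acid high control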
GC-A act – GC-A (human) enzyme activation | 370,000 tested, 0.14% active | activation, % at 10 µM | HEK293 GC-A cells, cGMP TR-FRET, EC30 ANP; 0% at EC30 ANP, 100% saturating ANP | AID 1671463 | P16066; in the data active means activation above about 40%
Target sequence (P16066 whole entry, looked up): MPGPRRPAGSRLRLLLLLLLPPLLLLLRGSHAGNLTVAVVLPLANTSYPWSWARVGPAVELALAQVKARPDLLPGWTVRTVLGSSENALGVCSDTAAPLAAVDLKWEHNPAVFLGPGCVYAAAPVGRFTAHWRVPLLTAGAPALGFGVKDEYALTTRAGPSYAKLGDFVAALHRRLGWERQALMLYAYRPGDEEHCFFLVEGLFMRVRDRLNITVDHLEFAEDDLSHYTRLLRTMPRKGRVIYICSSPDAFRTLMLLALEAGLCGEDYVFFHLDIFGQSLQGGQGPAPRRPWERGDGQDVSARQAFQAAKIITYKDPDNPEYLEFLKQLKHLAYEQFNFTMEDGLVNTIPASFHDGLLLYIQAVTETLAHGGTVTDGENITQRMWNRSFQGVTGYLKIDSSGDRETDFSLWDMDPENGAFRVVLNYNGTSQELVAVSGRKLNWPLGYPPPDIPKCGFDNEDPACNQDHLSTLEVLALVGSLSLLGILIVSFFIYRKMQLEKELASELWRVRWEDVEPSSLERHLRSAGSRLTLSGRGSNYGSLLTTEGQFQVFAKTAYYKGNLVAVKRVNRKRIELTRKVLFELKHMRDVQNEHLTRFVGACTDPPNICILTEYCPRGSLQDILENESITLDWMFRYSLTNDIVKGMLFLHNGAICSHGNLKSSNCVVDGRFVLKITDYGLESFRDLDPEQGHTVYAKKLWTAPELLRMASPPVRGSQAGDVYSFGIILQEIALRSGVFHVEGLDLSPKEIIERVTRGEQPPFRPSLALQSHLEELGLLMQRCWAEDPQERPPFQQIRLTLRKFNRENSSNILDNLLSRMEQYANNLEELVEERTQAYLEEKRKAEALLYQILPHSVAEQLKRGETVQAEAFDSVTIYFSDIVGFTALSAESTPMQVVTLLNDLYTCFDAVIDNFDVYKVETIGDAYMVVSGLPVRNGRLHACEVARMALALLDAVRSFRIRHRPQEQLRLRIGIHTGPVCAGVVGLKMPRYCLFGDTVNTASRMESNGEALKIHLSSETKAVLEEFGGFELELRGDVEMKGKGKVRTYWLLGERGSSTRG
GAA850 FXN act – increases GAA850 frataxin promoter reporter activity. HEK293 lucGAA850 FXN promoter luciferase reporter, 24 h; percent of 10 µM SAHA response. activation, % at 6 µM. 360,000 tested, 0.56% active. AID 540364;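 active means activation above the average of all compounds screened plus 3 SD, cutoff fixed separately per campaign, cut at about 7.5% in these data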;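 further: 0% = DMSO wells and 100% = 10 µM SAHA wells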
SMARCA2 activ – increases SMARCA2 function in MMTV reporter cells; MG213 cells, MMTV-luciferase reporter, dexamethasone, overnight; activation, % at 9.1 µM; 370,000 tested, 1% active; AID 652017; in the data active means activation above about 7.8%;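 further: 0% = vehicle wells and 100% = reference activator wells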
hgDAF-12 ag – activates the H. glycines DAF-12 receptor ligand-binding domain | HEK293 GAL4-hgDAF12 UAS-luciferase reporter, agonist luminescence; normalized to butyrate control | 370,000 tested, 1.8% active | activation, % at 6.8 µM;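 active means activation above a cutoff set at the mean of all screened compounds plus 3 SD, cut at about 10% in these data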;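 further: 0% = DMSO wells and 100% = sodium butyrate wells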
DAX1 inh-2 – NR0B1 (DAX1) inhibition; P51843; HEK293 Gal4-DAX1 luciferase reporter, luminescence; inhibition, % at 6.75 µM; 340,000 tested, 0.99% active; AID 504766;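 active means inhibition above the mean over all tested compounds plus 3 SD, cut at about 4.2% in these data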;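 further: 0% = DAX1-transfected cells with DMSO and 100% = empty-vector control cells with DMSO; inhibition shows as a rise in luminescence from relieved DAX1 repression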
The depositor's hits bear a star; / = not tested or not shown.

SMILES | HGIII-sPLA2 inh | KLK7 zymogen act | NPR2 activator | DAX1 inh-1 | ssDAF12 agonist | hcDAF-12 act | GC-A act | GAA850 FXN act | SMARCA2 activ | hgDAF-12 ag | DAX1 inh-2
CN(C)S(=O)(=O)c1ccc(S(=O)(=O)NCc2cccs2)cc1 | -2 | 0.8 | -4 | -0.7 | -1.4 | -0.5 | -4 | 1.0 | 0 | 0.0 | -1.4
C/C(CC(=O)NCc1ccco1)=N\NC(=O)Cc1ccc(Cl)cc1 | 4 | 0.3 | -4 | 1.0 | -1.1 | 2.0 | 10 | -1.7 | -1 | 0.8 | 1.5
COc1ccc(C(CC(=O)O)NS(=O)(=O)c2ccc3c(c2)N(C(C)=O)CC(C)O3)cc1 (stereo unspecified) | 3 | 0.2 | -2 | 0.5 | -1.0 | 0.1 | 3 | 2.6 | -3 | 2.9 | 1.2
COc1cc(C(=O)NCC(=O)NCCN2C(=O)S/C(=C\c3ccccc3Cl)C2=O)cc(OC)c1OC | -16 | 0.2 | -7 | 0.1 | -0.4 | -1.7 | -11 | -0.4 | 2 | 1.5 | -1.7
COc1ccc(C2=NC(CO)(CO)CO2)cc1 | 7 | -0.4 | -3 | -0.3 | -1.6 | 0.2 | 0 | 0.6 | 2 | -0.1 | -0.1
CCS(=O)(=O)N1N=C(c2ccc(NS(C)(=O)=O)cc2)CC1c1ccccc1 (stereo unspecified) | -4 | -15 | -3 | 0.1 | -0.4 | -2.5 | 0 | 1.6 | 0 | -0.4 | -0.8
COc1ccc(OCc2cc(C(=O)N(C)C3CCOC3)no2)c(Cl)c1 (stereo unspecified) | 2 | 0.1 | 4 | -0.8 | -0.8 | -0.6 | 0 | 2.2 | 6 | -1.6 | 0.6
CSc1ccc(-c2cnc(N3CCC(C(N)=O)CC3)s2)cc1 | 1 | / | -6 | / | 0.8 | 3.5 | 5 | / | / | 21* | /
O=c1oc(-c2cccc([N+](=O)[O-])c2)nc2ccccc12 | 2 | 2.1 | -7 | 0.4 | -0.8 | 0.9 | 0 | 1.5 | 1 | -1.4 | -1.9
CCOC(=O)C1CCCn2c1nc1sc3c(c1c2=O)CCCC3 (stereo unspecified) | -2 | -0.1 | 5 | 0.0 | -1.4 | -0.1 | 1 | -1.0 | 0 | 1.2 | 0.3
CCn1cc(C(=O)NCC2CCCO2)c(=O)c2cc(S(=O)(=O)N(C)C3CCCCC3)ccc21 (stereo unspecified) | -3 | -0.1 | 2 | 0.5 | -1.2 | 1.8 | 3 | -2.0 | -1 | 1.1 | -2.4
O=C(CCOc1ccccc1)Nc1ccccc1[N+](=O)[O-] | 11 | 0.0 | 4 | -0.3 | -1.2 | -1.5 | 0 | 3.2 | 1 | 4.7 | -0.8
COc1ccccc1-n1cnnc1SCC(=O)c1ccc[nH]1 | -4 | 1.0 | 2 | 0.3 | -0.6 | 0.6 | 0 | -0.7 | -1 | 2.3 | -0.9
Cc1nn(-c2ccc(F)cc2)c(Cl)c1/C=C(\CCC(=O)O)c1nc2ccccc2s1 | -8 | -0.3 | 1 | 1.3 | -0.8 | 0.2 | 23 | -0.2 | -3 | 2.5 | 0.0
O=C(O)[C@H]1CCCC[C@H]1C(=O)Nc1cc([N+](=O)[O-])ccc1F | 3 | -0.5 | 1 | -0.1 | -1.4 | 1.0 | 0 | 0.3 | -2 | -0.1 | -0.1
O=C(N=C1SC2CS(=O)(=O)CC2N1Cc1ccc(F)cc1)C1CCCO1 (stereo unspecified) | 1 | -0.2 | 4 | 0.0 | -1.1 | -1.1 | -2 | -1.3 | 0 | -0.5 | 1.3
CCOc1nc(-c2ccccc2)ccc1-c1noc(-c2ccc(OC)c(OC)c2)n1 | 3 | -0.4 | -7 | 0.5 | -0.7 | -0.8 | -9 | 1.0 | -1 | -1.6 | 0.5
O=C(CNS(=O)(=O)c1ccccc1)NCC(=O)OCc1ccc(Cl)cc1 | 0 | 0.2 | 4 | 0.1 | -1.6 | -2.3 | 2 | 0.7 | -4 | 2.3 | 0.6
CCOC(=O)Cc1ccc(NS(=O)(=O)c2ccc(SC)cc2)cc1 | -25 | 0.3 | -5 | -0.1 | -1.6 | -1.9 | 2 | -1.8 | 1 | -0.7 | -2.0
CC(C(=O)N1CCN=C1c1ccccc1)N1C(=O)c2ccccc2C1=O (stereo unspecified) | -4 | -0.1 | -2 | 0.2 | -0.3 | 1.1 | 0 | 0.7 | 0 | 3.8 | 1.3
CC(C)C(=O)NC(NC(=S)Nc1ccc(S(N)(=O)=O)cc1)C(Cl)(Cl)Cl (stereo unspecified) | 5 | 0.6 | 1 | -0.5 | -0.7 | 0.0 | 4 | -0.4 | 2 | -2.6 | -1.0
O=C(Nc1ccccc1C(=O)NC1CC1)c1ccccc1 | 2 | 0.2 | 0 | -1.3 | -1.2 | -1.1 | 4 | 0.1 | 6 | -0.1 | 0.2
COC(=O)Cc1ccc(NC(=S)N2CCN(c3cccc(O)c3)CC2)cc1 | -5 | 0.1 | 3 | -1.6 | -2.1 | -3.2 | 0 | 2.3 | -3 | -2.1 | -2.2
O=c1cc(/N=C/c2coc3cc(Br)ccc3c2=O)[nH]c(=S)[nH]1 | 15 | 0.0 | -5 | 0.1 | -0.4 | 0.2 | -4 | 0.0 | -2 | -0.8 | -0.3
O=C(COc1ccccc1)N1CCc2ccccc2C1 | 7 | 0.0 | -3 | 0.8 | -0.6 | 0.4 | 2 | 2.3 | -5 | 2.1 | 2.1

Look-ups from the entries so far.
In NPR2 activator, COc1ccc(C2=NC(CO)(CO)CO2)cc1 is entered as -3
In NPR2 activator, O=C(N=C1SC2CS(=O)(=O)CC2N1Cc1ccc(F)cc1)C1CCCO1 (stereo unspecified) is entered as 4

Remaining list, next part.
SMILES | HGIII-sPLA2 inh | KLK7 zymogen act | NPR2 activator | DAX1 inh-1 | ssDAF12 agonist | hcDAF-12 act | GC-A act | GAA850 FXN act | SMARCA2 activ | hgDAF-12 ag | DAX1 inh-2
COC(=O)Nc1nnc(/C=C/c2ccccc2)s1 | 2 | -108 | -6 | 1.5 | -0.4 | 3.2 | -6 | 4.1 | -2 | 3.4 | 0.1
O=C(CSc1nc2cc(Cl)ccc2s1)NC1CCCc2ccccc21 (stereo unspecified) | -12 | 1.0 | -9 | -0.1 | -0.8 | 1.6 | -7 | 1.8 | -1 | 2.0 | -0.2
Nc1nc(N2CCN(C(=O)c3ccco3)CC2)nc2ccccc12 | 7 | -4.5 | 1 | -0.1 | 0.0 | 0.8 | 3 | 5.8 | -1 | 6.4 | 1.8
Cc1ccc(CNc2nc(NCC3CC3)nc3ccsc23)c(C)c1 | -16 | 0.2 | 3 | -3.1 | -1.6 | -3.3 | -1 | -3.2 | -4 | -0.9 | /
O=C(O)CCn1c(=O)[nH]c2ccccc2c1=O | -3 | 0.1 | 4 | 0.0 | -0.3 | -3.2 | 4 | 1.0 | 0 | -1.0 | 0.5
CCN(CC)S(=O)(=O)c1ccc(/C=C/C(=O)Nc2ccc(F)cc2F)cc1 | -9 | -0.2 | 5 | -2.3 | -2.5 | -4.0 | 4 | -1.1 | -1 | -2.8 | -4.4
Cn1c(=O)cc(SCC(=O)NCCC2=CCCCC2)c2cc(Cl)ccc21 | -3 | -0.3 | -10 | 0.3 | -0.7 | -1.1 | -14 | -2.3 | -2 | 1.6 | 0.2
CC(NCc1ccc2c(c1)OCO2)c1ccccc1 (stereo unspecified) | -3 | -0.1 | -6 | 0.6 | -0.9 | -1.0 | -4 | -0.3 | 1 | -1.6 | 1.0
CCCCN(C)CCCNC(=O)CC1Oc2ccccc2NC1=O (stereo unspecified) | -2 | -0.5 | -7 | 0.3 | 0.5 | 0.9 | 2 | 2.2 | 0 | 2.7 | 2.2
CC(C)[C@H](NC(=O)c1ccco1)C(=O)OCC(=O)N1CC(=O)Nc2ccccc21 | 5 | 0.2 | 1 | 0.5 | -1.8 | -0.4 | -2 | -0.8 | 2 | -0.4 | 1.1
Cc1cc(Cl)c(S(=O)(=O)NCc2cccnc2)cc1OCC(N)=O | 5 | 0.2 | 3 | -0.1 | -1.4 | 0.3 | 3 | -0.8 | -2 | -2.2 | 0.3
C=CCNC(=O)Nc1ccc2nc(C)sc2c1 | -8 | -0.4 | -2 | -0.3 | -0.8 | 0.1 | 1 | 4.9 | 2 | 7.1 | 0.7
CCCCn1ccnc1C(=O)c1ccc(S(=O)(=O)N2CCCC2)cc1 | -12 | 0.3 | -7 | -0.3 | -0.8 | -1.7 | -2 | 3.0 | -1 | 2.7 | -0.1
Cn1cc(S(=O)(=O)N2CCCC(C(=O)O)C2)cn1 (stereo unspecified) | 0 | 0.1 | 4 | 0.0 | -0.9 | -0.5 | 1 | -0.4 | 3 | -1.2 | 0.4
O=c1[nH]c2ccc(NC(=S)Nc3ccc(F)cc3)cc2[nH]1 | 3 | 0.2 | -4 | -0.5 | -1.2 | -1.3 | -1 | 0.0 | 2 | -0.8 | -0.7
O=C1/C(=C\c2cc([N+](=O)[O-])ccc2O)SC(=S)N1Cc1ccc(Cl)cc1 | -16 | 0.2 | 9 | -0.1 | -1.0 | -0.6 | 18 | -2.8 | -2 | -1.8 | -1.0
CC(=O)Nc1ccc(NC(=O)c2cc(S(=O)(=O)N3CCCCC3)ccc2N2CCOCC2)cc1 | -4 | 0.4 | 2 | 1.9 | -1.3 | -0.7 | 1 | 1.7 | -3 | -1.2 | -0.6
COCC(=O)Nc1cc(Cl)ccc1C | 1 | -0.2 | 2 | -0.2 | 0.2 | -0.1 | -6 | 3.3 | 2 | -2.4 | -0.8
O=C(COC(=O)c1cc(S(=O)(=O)NCc2ccccc2)ccc1O)c1cc2ccccc2o1 | -21 | 0.0 | -1 | 0.0 | -0.3 | 4.9 | -6 | 0.1 | -1 | 1.4 | -0.3
COc1cc(C=C2C(=O)OC(C)(C)OC2=O)ccc1OCC(=O)Nc1ccccc1 | 8 | -0.7 | -4 | 1.0 | -0.3 | 7.1* | 5 | 1.3 | 0 | 7.7 | 2.0
O=C(Nc1ccc(Cl)cc1)c1ccc(Br)cc1F | 0 | 0.3 | -2 | 7.5* | 0.8 | 9.6* | 7 | 0.7 | 2 | 18* | 4.0
NC(=O)c1nsc(C(=O)N(CC(=O)NCc2ccccc2)c2ccc(F)cc2)c1N | 6 | 0.7 | -3 | 0.0 | -1.6 | -0.9 | -11 | 0.5 | -4 | 1.0 | 1.0
COc1ccc2nc(SCC(=O)/C(C#N)=C(\C)N)[nH]c2c1 | -1 | 0.1 | 3 | 4.8* | 0.0 | 5.8* | -2 | 1.8 | 7 | 9.2 | 1.0
COc1ccc2oc(=O)c(C(=O)NCc3ccccn3)cc2c1 | 3 | 7.4 | 10 | 0.5 | -1.0 | 1.0 | 2 | -0.6 | 0 | 1.9 | 0.6
Cc1ccc(C)c(N(CC(=O)NCCSCc2ccco2)S(C)(=O)=O)c1 | -16 | -0.1 | -6 | 0.0 | -1.3 | -0.3 | -3 | 5.9 | 0 | 0.0 | -1.1
CC(C)(C)S(=O)N1Cc2cc(C(=O)NCc3ccc(Oc4ccccc4)cc3)nc(-c3cccc(-c4cc5ccccc5o4)c3)c2[C@H]1CCO (stereo partly specified) | 12 | -1.2 | 4 | -1.2 | -1.0 | 1.6 | 3 | / | -5 | 1.9 | /

High-throughput results deposited in PubChem by several laboratories.
